AID2073: disruptors of CaV2.2 binding to Mint1 – biochemical, HTRF (AID 2073); HTRF protein-protein interaction, Mint1-CaV2.2; higher % means a stronger effect; inhibition, % at 20 µM, or IC50 in µM where a hit was titrated; 0.19% of 290,000 active; in the data active = inhibition mostly above about 51%, no sharp cut-off; inconclusive = no clear call, values can overlap the other calls; inactive = mostly below about 53%; also: some results filed as inactive read as strong as hits
NS5 inhibitors: flavivirus cap methylation enzyme inhibition – biochemical, confirmation dose response, primary screen (AID 588689); Dengue-2 NS5 methyltransferase capping enzyme assay, biochemical; higher % means a stronger effect; inhibition, % at 25 µM, or IC50 in µM where a hit was titrated; 0.3% of 340,000 active; in the data active = a potency from the dose series; inconclusive = inhibition above about 29% without an active follow-up result
Lipid droplet: hepatic lipid droplet formation modulation. AML12 mouse hepatocytes, oleate lipid droplets, BODIPY imaging. 0.4% of 240,000 active. inhibition, % at 6.5 µM. AID 1656;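 active = lipid droplet intensity inhibited by at least 50%, with more than 500 cells counted; inconclusive = wells with under 300 cells, treated as cytotoxic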
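Material – mouse AML12 hepatocyte cell line, fixed after treatment · Compound dosing – one dose, 6.5 µM compound · Times – compound with oleate, overnight · Measured by – Image-based BODIPY and DAPI two-channel analysis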
LYP phosphatase: PTPN22 lymphoid phosphatase activity blockers – biochemical, fluorescence intensity, uHTS (AID 1779) | one-dose inhibition, % at 11.5 µM; IC50 in µM for titrated hits | 0.054% of 290,000 active | recombinant LYP phosphatase, fluorescence intensity; higher % means a stronger effect;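 also: plate controls were vehicle with enzyme for no effect and no enzyme for full effect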
Myeloid diff 2: compounds promoting myeloid differentiation | AID 624256 | ER-HoxA9 myeloid progenitors, lysozyme-GFP differentiation, flow cytometry | 1% of 360,000 active | calls only at 10 µM;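 active = normalized GFP-positive differentiation at or above the plate's own cutoff, the solvent-only control mean plus 3 SD; inconclusive = no clear call, values can overlap the other calls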;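 also: cells exposed to compound for four days before flow analysis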
NOD2 inhibition: NOD2 signaling inhibitors, cell-based, luminescence, uHTS, HEK293 (AID 1566); HEK293 NOD2/NF-kB luciferase reporter, luminescence; higher % means a stronger effect; one-dose inhibition, % at 4 µM; EC50 in µM for titrated hits; 0.63% of 290,000 active; also: many of its hits are not listed in these tables
XIAP antagonists: small molecules displacing peptide from XIAP – biochemical, IAP family, fluorescence polarization (AID 1018); XIAP BIR domain, fluorescence polarization peptide displacement; higher % means a stronger effect; displacement, % at 20 µM, or IC50 in µM where a hit was titrated; 0.007% of 200,000 active; in the data active = displacement above about 50%; also: a part of the inactive calls stands beside numbers as strong as those of hits
HIV peptide binding: cell-free HIV fusion peptide-binding blockers – biochemical, uHTS, fluorescence dequenching, primary screen (AID 1986). cell-free peptide binding, fluorescence dequenching, 30 min; higher % means a stronger effect. 0.3% of 290,000 active. one-dose inhibition, % at 20 µM; IC50 in µM for titrated hits; in the data active = inhibition mostly above about 52%, no sharp cut-off; inactive = mostly below about 76%; also: some results filed as inactive read as strong as hits
Siah-1 displacement: blockers of Siah-1 interaction with plectin peptide – biochemical, fluorescence polarization, rhodamine-plectin, uHTS, primary screen (AID 1817); 0.02% of 290,000 active; Siah-1 / rhodamine-plectin peptide fluorescence polarization; higher % means a stronger effect; one-dose displacement, % at 20 µM; IC50 in µM for titrated hits;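 active = displacement of at least 50% at 20 µM, with a fluorescence ratio check between 0.3 and a set limit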;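 also: plate controls were Siah plus tracer with DMSO for no effect and tracer alone without Siah for full effect; strong numbers were not always called active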
Lipid droplet cells 6.5 µM: recorded beside Lipid droplet, whose call it bears; cell count; measured here: cell count, cytotoxicity flag;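 cells counted across two imaged fields per well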
NS5 inhibitors pilot replicate: second read-out of NS5 inhibitors, no call of its own (marks repeat the call); inhibition, %; measured here: pilot screen replicate inhibition
Myeloid diff 2 GFP+ MAC1+ %: recorded beside Myeloid diff 2, whose call it bears; GFP+ MAC1+ double positive, %; measured here: differentiation confirmed by MAC1 staining
* marks the source's active call; other numbers are inactive results; i = inactive; ? = inconclusive; / = not tested or not shown; + = active, no number. Rule as the data show it, unless noted: active = inhibition above about 50%; inactive = the rest. The list is partial; count on the stated rates, not on these rows.

SMILES	AID2073	NS5 inhibitors	Lipid droplet	Lipid droplet cells 6.5 µM	LYP phosphatase	Myeloid diff 2	Myeloid diff 2 GFP+ MAC1+ %	NOD2 inhibition	XIAP antagonists	HIV peptide binding	Siah-1 displacement	others
CCC(=NCC1CCCO1)c1c(O)n(-c2ccccc2)c(=O)[nH]c1=O (configuration not stated)	3%	-1%	3	702	-4%	i	0.9	1%	-8.0%	0.6%	5%
COc1ccc(CN2CCCC(C(=O)c3sccc3C)C2)cc1O (configuration not stated)	3%	1%	-2	696	-7%	i	0.5	9%	-6.3%	2.2%	6%
CP(=O)(O)CCCN	4%	0%	/	/	-6%	i	7.0	8%	-2.5%	-0.8%	3%
Cc1[nH]c2ccccc2c1CCCNC1CCCCC1	0%	-7%	14	707	-5%	+	1.0*	-5%	-2.9%	4.0%	-12%
Cc1ccc[n+](CC(O)Cn2c3ccccc3c3ccccc32)c1 (configuration not stated)	-4%	-8%	-2	626	-8%	i	0.6	7%	-9.1%	-2.8%	-7%
O=c1[nH]c(=S)n(CCC2=CCCCC2)c(O)c1C=NCCCn1ccnc1	0%	-3%	-3	797	-1%	?	/	21%	-14%	3.5%	1%
N#CC1=C(N)Oc2c(c(=O)sc3ccccc23)C1c1ccncc1 (configuration not stated)	-5%	1%	0	739	1%	i	0.5	7%	-14%	1.2%	3%
O=[N+]([O-])c1ccc(N2CCCC2)c2ncccc12	18%	18%	7	760	-6%	i	1.1	9%	-1.9%	48%	7%
CCn1cc(CN2CCCC(C(=O)c3cccc(OC)c3)C2)c(C)n1 (configuration not stated)	16%	-1%	7	685	-3%	i	0.3	5%	-3.4%	-2.2%	1%
Cc1ccc(Cn2nc(C)c(C=O)c2Cl)cc1	5%	-1%	25	673	-9%	i	0.7	-14%	-8.7%	0.8%	-4%
CCCNC(=O)c1c(N)n(CC2CCCO2)c2nc3ccccc3nc12 (configuration not stated)	28%	-2%	/	/	-12%	i	0.7	4%	-4.1%	-1.5%	1%
CCC(C)n1c(O)c(/C=N/N2CCOCC2)c(=O)[nH]c1=S (configuration not stated)	42%	-2%	1	647	-6%	i	0.3	7%	-2.8%	3.5%	8%
COc1ccc(C(CC(=O)N2CCC3(CC2)OCCO3)NS(=O)(=O)c2ccc(OC)cc2)cc1 (configuration not stated)	-3%	-1%	1	754	0%	i	0.5	6%	-0.4%	-1.3%	1%
Cc1ccc2c(c1)C1CN(C)CCC1N2C(=O)c1ccco1 (configuration not stated)	2%	-3%	/	/	-5%	i	7.6	-7%	-3.9%	-3.2%	-2%
OCCNCCc1c[nH]c2ccc(OCc3ccccc3)cc12	-9%	-2%	1	822	-4%	i	0.2	12%	/	-0.3%	-4%
COc1cc(OC)c(OC)cc1CNCCc1ccc(OC)c(OC)c1	-4%	0%	-19	718	-12%	i	6.6	-38%	47%	1.8%	5%
Cc1nc2nc(SCC(=O)N3CCC4(CC3)OCCO4)nn2c(C)c1Cc1ccccc1	-4%	-10%	1	803	0%	i	1.2	-12%	-3.5%	2.2%	-2%
Cc1cc(O)c2c(c1)OC(C)(C)C1=C2CC(C)CC1 (configuration not stated)	2%	-9%	-8	767	-9%	i	0.4	22%	/	-0.3%	-3%
O=C(Nc1ccccc1OC(=O)N1CCOCC1)N1CCOCC1	30%	4%	-1	811	-9%	i	1.2	16%	-2.6%	0.2%	-1%
CN(C)C(=O)Oc1ccc(-c2nnco2)cc1	-2%	0%	/	/	-13%	i	2.4	2%	-7.5%	-1.7%	1%
Cc1c(N=Nc2c(O)n(Cc3ccccc3)c(=O)[nH]c2=O)c(=O)n(-c2ccccc2)n1C	27%	-3%	-4	691	3%	i	1.0	-25%	-20%	0.6%	-7%
NNCc1cccc(O)c1	4%	-7%	1	667	-4%	i	1.1	-5%	/	-0.7%	-1%
O=C1NC(=O)C(=Cc2ccc(SC3CCCCC3)o2)C(=O)N1	14µM*	-2%	-18	632	6%	i	0.1	19%	-4.6%	60%	10%
C=CCN1C(=O)NC(=O)/C(=C/c2cnc(SC)nc2)C1=O	8%	24%	/	/	-12%	i	0.3	21%	-2.5%	4.2%	1%
COc1ccc(CCn2c(O)c(C=NCCN3CCCCC3)c(=O)[nH]c2=O)cc1OC	-3%	2%	-5	702	2%	i	0.7	-9%	-3.3%	2.2%	1%	NS5 inhibitors pilot replicate=-0.3
Cn1cc2c([N+](=O)[O-])cc([N+](=O)[O-])cc2n1	11%	/	6	687	-7%	/	/	15%	-7.6%	-4.3%	-6%
C=CCn1c(O)c(C(C)=Nc2cc(OC)ccc2OC)c(=O)[nH]c1=O	-6%	0%	5	749	-8%	i	1.0	-30%	-15%	-3.2%	-1%
CCC(=NCc1ccc(F)cc1)c1c(O)n(C)c(=O)n(C)c1=O	2%	1%	/	/	-8%	i	0.7	27%	-1.6%	-1.7%	5%
CC(=O)Nc1ccccc1C(=O)OCC(=O)c1ccc2ccccc2c1	0%	1%	/	/	-4%	i	1.3	4%	0.2%	-2.1%	-6%
CCCCn1c(O)c(C(CC)=NCc2ccc3c(c2)OCO3)c(=O)[nH]c1=O	0%	0%	-13	747	0%	i	0.6	14%	-2.5%	-4.1%	2%

Four consecutive entries already listed, for reference:
SMILES	AID2073	NS5 inhibitors	Lipid droplet	Lipid droplet cells 6.5 µM	LYP phosphatase	Myeloid diff 2	Myeloid diff 2 GFP+ MAC1+ %	NOD2 inhibition	XIAP antagonists	HIV peptide binding	Siah-1 displacement	others
C=CCn1c(O)c(C(C)=Nc2cc(OC)ccc2OC)c(=O)[nH]c1=O	-6%	0%	5	749	-8%	i	1.0	-30%	-15%	-3.2%	-1%
CCC(=NCc1ccc(F)cc1)c1c(O)n(C)c(=O)n(C)c1=O	2%	1%	/	/	-8%	i	0.7	27%	-1.6%	-1.7%	5%
CC(=O)Nc1ccccc1C(=O)OCC(=O)c1ccc2ccccc2c1	0%	1%	/	/	-4%	i	1.3	4%	0.2%	-2.1%	-6%
CCCCn1c(O)c(C(CC)=NCc2ccc3c(c2)OCO3)c(=O)[nH]c1=O	0%	0%	-13	747	0%	i	0.6	14%	-2.5%	-4.1%	2%

Other compounds.
SMILES	AID2073	NS5 inhibitors	Lipid droplet	Lipid droplet cells 6.5 µM	LYP phosphatase	Myeloid diff 2	Myeloid diff 2 GFP+ MAC1+ %	NOD2 inhibition	XIAP antagonists	HIV peptide binding	Siah-1 displacement	others
COC(=O)CCCCC1SCC(NC(=O)c2ccccc2)C1Cl (configuration not stated)	-4%	-11%	6	781	-3%	i	0.8	-30%	-5.1%	29%	-4%
Cc1cc(OC(=O)c2cccs2)c2c3c(c(=O)oc2c1)CCCC3	4%	4%	-19	554	2%	i	0.1	34%	-7.7%	-2.6%	6%
COc1ccc2c(c1)CC1(CN2C)C(=O)NC(=O)N(c2ccc(F)cc2)C1=O (configuration not stated)	-15%	-15%	/	/	-6%	i	2.4	0%	-1.9%	-2.2%	1%	NS5 inhibitors pilot replicate=1.5
CC(=O)c1cn(CC(=O)NCCc2c[nH]c3ccccc23)c2ccccc12	13%	-4%	/	/	-7%	i	0.6	41%	/	-0.9%	-2%
O=C(Nc1ccc(Cl)cc1)Nc1nccs1	-3%	-12%	/	/	4%	?	/	-126%	-4.0%	1.4%	0%
COC(=O)C1=C(N)Oc2c(c(=O)oc3ccccc23)[C@]12C(=O)N(C)c1ccccc12	2%	-7%	/	/	-2%	i	0.7	-6%	-3.7%	121%	-4%
CN1CCN(c2cc([N+](=O)[O-])ccc2Cl)CC1	5%	8%	-9	665	-2%	i	0.0	2%	1.1%	0.7%	16%
N=c1n(CCO)c2ccccc2n1Cc1ccccc1	-1%	-12%	/	/	-6%	i	0.9	-2%	3.1%	0.7%	4%
CC(=NCc1cccnc1)c1c(O)n(C2CCCCC2)c(=O)[nH]c1=O	4%	1%	-10	735	-4%	i	0.7	1%	-1.6%	-0.2%	-1%
O=c1[nH]c(=S)n(C2CC2)c(O)c1C=NCCN1CCOCC1	8%	-2%	0	713	4%	i	0.7	4%	/	-1.7%	0%
CC(=O)C1=C(C)OC(N)=C(C(=O)OC(C)C)C12C(=O)Nc1ccccc12 (configuration not stated)	0%	-4%	-1	704	-8%	i	0.8	8%	4.1%	-1.9%	2%
O=C(O)C(Cc1cnc[nH]1)NS(=O)(=O)c1ccc(Br)cc1 (configuration not stated)	11%	1%	23	737	-6%	i	0.8	2%	/	-0.7%	1%
COc1ccc(C(Nc2ccccc2)P(=O)(Oc2ccccc2)Oc2ccccc2)cc1 (configuration not stated)	-2%	-1%	-8	544	-6%	i	1.7	-17%	-5.1%	0.1%	-4%
CN1C(=O)CN=C(c2ccccc2Cl)c2cc(Br)ccc21	6%	1%	3	803	-13%	i	0.8	18%	/	-0.5%	6%
COc1cccc(NP(=O)(Oc2ccc(Cl)cc2)Oc2ccc(Cl)cc2)c1	4%	-1%	-38	659	6%	i	0.3	-26%	-3.5%	4.8%	8%
COc1ccc(C(=O)OC2C[C@H]3CC[C@@H](C2)N3O)cc1OC (some centres not stated)	4%	2%	27	648	-5%	i	0.2	12%	/	-1.7%	1%
CN1C2CCC1C(COC(=O)c1ccccc1)C(O)C2 (configuration not stated)	9%	-2%	-9	803	-10%	i	1.1	18%	/	-0.4%	1%
CCCCCn1c(=O)c(C(=O)NCc2ccc(Cl)cc2)c(O)c2ccccc21	28%	0%	-2	796	-7%	i	0.9	11%	/	1.4%	6%
COc1ccccc1OCC#CCN1CCCC1	-6%	-9%	31	697	-3%	i	0.6	17%	-7.3%	-0.1%	1%
O=c1[nH]c(=S)n(-c2ccccc2F)c(O)c1C=NCCN1CCNCC1	12%	-4%	0	411	-3%	i	0.2	14%	/	0.5%	-8%
C#CCNc1ccncc1S(=O)(=O)NC(=O)NC(C)C	18%	-6%	0	720	-2%	i	1.0	11%	-1.3%	1.7%	18%
CN(C)CCN(C(=O)COc1ccc(Cl)cc1)c1nc2cc3c(cc2s1)OCO3	4%	-2%	6	731	-15%	i	0.0	5%	/	0.0%	-1%
CN1CCCN(C(=O)COc2ccc(Br)cc2)CC1	8%	-2%	-2	810	-8%	i	0.0	11%	/	0.2%	-10%
CN(C)CCN=Cc1c(O)n(-c2cccc(C(F)(F)F)c2)c(=O)[nH]c1=O	1%	-6%	12	684	-11%	i	1.8	-3%	-6.3%	1.6%	2%
c1cnc(N2CCNCC2)nc1	-1%	-1%	9	717	-9%	i	1.5	17%	-4.0%	-2.0%	5%
COc1cccc(NP(=O)(Oc2ccccc2Cl)Oc2ccccc2Cl)c1	5%	-3%	-66	627	-1%	i	0.5	-5%	0.2%	0.8%	-1%
CCCCc1nc(N2CCNCC2)c(C#N)c2c1CSC(C)(C)C2	2%	-1%	-3	637	-8%	i	2.3	-3%	5.1%	2.7%	8%
CCN1CCN(Cc2cccnc2)CC1	1%	-1%	-13	861	-10%	i	0.3	16%	/	-0.1%	0%	NS5 inhibitors pilot replicate=-1.2

Assay outcomes deposited in PubChem by several laboratories.
